# DNMT1 inh: blocks human DNA methyltransferase DNMT1 | P26358 | DNMT1 molecular beacon, Hinp1I cleavage, fluorescence | inhibition (reported as % activation of signal), % at 10 µM | actives 0.83% (n = 360,000) | AID 588458; in the data active = inhibition above about 50%
# Tb MetRS inh: blocks T. brucei methionyl-tRNA synthetase activity; actives 0.4% (n = 360,000); inhibition, % at 11.9 µM; purified T. brucei MetRS, ATP depletion, Kinase-Glo luminescence;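 active = inhibition above a per-plate cutoff of the control wells' mean inhibition plus 3 SD, cut at about 5.5% in these data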;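 note: 0% = DMSO wells median and 100% = median of wells with control inhibitor compound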
#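 Test system: purified T. brucei MetRS enzyme. Also added: ATP, methionine and E. coli bulk tRNA substrates. Compound: 11.9 µM single point. Schedule: 15 min enzyme-compound preincubation, 2 h reaction, 10 min detection, 25 °C. Signal: luciferase luminescence of residual ATP, Kinase-Glo. Evaluation: percent inhibition versus plate control medians. Controls: DMSO wells, low control.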
# STEP inh: STEP (human) phosphatase inhibition | actives 0.25% (n = 360,000) | inhibition, % at 20 µM | P54829 | AID 588621 | recombinant STEP, OMFP fluorogenic substrate, fluorescence;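 active = inhibition at 20 µM, scaled per plate between control wells, above about 37%, limit read from the data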;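 note: 0% = DMSO with enzyme and substrate and 100% = substrate only without enzyme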
# Target sequence (P54829 whole entry, looked up): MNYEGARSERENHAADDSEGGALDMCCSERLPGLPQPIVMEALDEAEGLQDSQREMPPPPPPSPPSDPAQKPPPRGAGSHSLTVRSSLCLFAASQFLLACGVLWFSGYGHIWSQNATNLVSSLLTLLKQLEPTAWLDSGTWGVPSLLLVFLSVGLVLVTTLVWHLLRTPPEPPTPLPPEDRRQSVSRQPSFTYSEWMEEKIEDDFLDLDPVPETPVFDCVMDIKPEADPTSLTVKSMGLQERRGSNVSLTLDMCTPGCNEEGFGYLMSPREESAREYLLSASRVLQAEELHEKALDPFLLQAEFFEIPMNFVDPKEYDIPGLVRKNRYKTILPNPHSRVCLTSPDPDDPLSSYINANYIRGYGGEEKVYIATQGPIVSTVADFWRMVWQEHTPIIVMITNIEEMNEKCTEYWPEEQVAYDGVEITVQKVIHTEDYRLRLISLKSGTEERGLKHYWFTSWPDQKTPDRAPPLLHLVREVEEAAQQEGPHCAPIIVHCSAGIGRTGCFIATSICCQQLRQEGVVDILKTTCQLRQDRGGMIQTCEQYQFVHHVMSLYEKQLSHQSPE
#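 System: isolated STEP enzyme; schedule: 20 min enzyme reaction at room temperature, protected from light; medium: Bis-Tris buffer pH 6.0, 2.5 mM DTT, 0.005% Tween 20; signal: fluorescence, 480/540 nm; dosing: single compound dose of 20 µM, 1% DMSO final; also added: OMFP substrate, 25 µM final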
# MsrA act: bovine methionine sulfoxide reductase A activation; purified bovine MsrA, absorbance read-out; activation, % at 10.6 µM; actives 0.3% (n = 360,000); AID 602163; in the data active = activation above about 7.5%;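 note: 0% = vehicle and 100% = reference activator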
# SUMO1-SIM PPI: modulators of human SUMO1-mediated protein-protein interactions | P63165 | SUMO1 binding to a labelled peptide, TR-FRET, 1 h | inhibition, % at 20 µM | actives 0.33% (n = 360,000); in the data active = inhibition above about 37%
# Target sequence (P63165 whole entry, looked up): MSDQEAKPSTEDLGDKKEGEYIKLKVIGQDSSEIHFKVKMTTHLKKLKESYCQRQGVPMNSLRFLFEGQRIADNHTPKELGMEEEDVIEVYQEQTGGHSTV
# MsrA inh: inhibitors of bovine MsrA; purified bovine MsrA, absorbance read-out; inhibition, % at 15.5 µM; actives 0.75% (n = 360,000); AID 651718; in the data active = inhibition above about 4.5%;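 note: 0% = vehicle wells with enzyme and 100% = reference inhibitor wells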
# Scp1 inh: blocks human Scp-1 phosphatase activity; Q9GZU7; Recombinant Scp1, phosphopeptide, malachite green phosphate absorbance; inhibition, % at 20 µM; actives 0.88% (n = 340,000); AID 493091;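 active = inhibition above about 50% at 20 µM, limit read from the data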;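 note: plate controls were DMSO wells with enzyme for no effect and wells lacking enzyme for full effect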
# Target sequence (Q9GZU7 76-261 limits assumed): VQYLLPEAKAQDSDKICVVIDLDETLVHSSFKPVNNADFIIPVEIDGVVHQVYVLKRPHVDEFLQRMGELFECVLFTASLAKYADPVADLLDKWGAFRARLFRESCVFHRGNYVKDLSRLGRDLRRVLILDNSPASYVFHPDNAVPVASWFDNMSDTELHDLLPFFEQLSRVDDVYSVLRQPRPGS
#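 Material: truncated SCP-1 phosphatase (76-261aa) / Buffer or medium: 50 mM Tris acetate pH 5.5, 0.005% Tween-20, 10 mM MgCl2 / Compound dosing: one concentration, 20 µM, with 1.0% DMSO / Incubation: 45 min room-temperature reaction, 5 min colour, 30 min stabiliser / Detection: colorimetric free-phosphate detection, absorbance 630 nm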
# LMPTP block: blocks human LMPTP phosphatase; AID 651560; inhibition, % at 20 µM; recombinant LMPTP-A, OMFP fluorogenic substrate, fluorescence intensity; actives 0.22% (n = 360,000);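 active = compounds that cut the enzyme signal by at least half of the control window in the single-dose screen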;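 note: plate controls were DMSO wells with enzyme plus substrate for no effect and substrate without enzyme for full effect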
# Target sequence (P24666 whole entry, looked up): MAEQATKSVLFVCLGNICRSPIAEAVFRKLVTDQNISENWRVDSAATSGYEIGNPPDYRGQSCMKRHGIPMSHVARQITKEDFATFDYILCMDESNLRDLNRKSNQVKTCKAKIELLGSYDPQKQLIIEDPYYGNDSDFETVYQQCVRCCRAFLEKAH
#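 test system = LMPTP-A | amount = 0.625 nM LMPTP-A final | reagent = fluorogenic phosphatase substrate OMFP at 400 µM final | incubation = 50 min at room temperature | benchmarks = no-enzyme low control, uninhibited high control | medium = Bis-Tris pH 6.0, DTT, detergent | signal = fluorescence intensity of OMFP turnover product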
# NRP1-CendR mod: modulators of CendR peptide binding to human neuropilin-1; FAM-RPARPAR peptide binding to NRP-1, fluorescence polarization; actives 0.85% (n = 360,000); O14786; inhibition, % at 25 µM;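 active = inhibition or corrected inhibition above about 18%, plus a signal ratio from 0.5 to 1.5, limit read from the data, passing the limit was not always enough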; note: strong numbers were not always called active
# E coli Lon inh: E. coli protease La inhibition | P0A9M0 | purified E. coli Lon protease, fluorescence polarization | inhibition, % at 7.94 µM | actives 0.42% (n = 360,000) | AID 602123; in the data active = inhibition above about 13%, passing the limit was not always enough;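 note: 0% = enzyme with probe and DMSO and 100% = no enzyme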
# Starred values were filed as active, the others as inactive; . = not tested or not shown; & = joins results of further samples.
SMILES,DNMT1 inh,Tb MetRS inh,STEP inh,MsrA act,SUMO1-SIM PPI,MsrA inh,Scp1 inh,LMPTP block,NRP1-CendR mod,E coli Lon inh
COc1ccc(NC(=O)c2ccc(N3C(=O)C4CC=C(C)CC4C3=O)cc2)c(OC)c1 (stereo unspecified),-1,-0.2,0,-1,5,-0.4,2,-0.7,-3,-7
O=C(NCCN1C(=O)S/C(=C/c2cccnc2)C1=O)C1CC(=O)N(Cc2ccccc2)C1 (stereo unspecified),-1,0.5,-4,-4,-27,4.3,-8,-0.5,2,2
CCCc1nn2c(N)c(/C=C3\C=Nc4ccccc43)c(=O)nc2s1,0&3,0.1&-0.6,1&1,-4&-4,-16&-4,-0.9&-0.4,-9&-7,3.3&-1.6,-4&-5,-18&-14
O=C(Nc1ccccc1C(=O)Nc1ccc2c(c1)OCO2)c1cccs1,8,-0.4,-4,-1,-2,0.5,-10,1.8,-7,-7
Cn1c(-c2cc(Cl)ccc2O)nc2c1c(=O)[nH]c(=O)n2Cc1ccccc1,-2,-1.3,-1,-8,8,0.7,-1,-5.4,3,3
COc1ccc(OC)c(NC(=O)CSc2ncnc3sc(C)cc23)c1,24,0.2,3,-3,27,3.0,80*,17,-40,-22
Cc1cccc(N2C(=O)C=CC2=O)c1,2,-0.4,0,-1,4,0.1,-5,-1.4,17,-5
O=C(c1cc2cccc([N+](=O)[O-])c2oc1=O)N1CCOCC1,3,-0.1,-3,-7,-20,1.1,-2,-2.5,-9,3
CCc1ccc(-c2cc(N)n(-c3ccccc3)n2)cc1,-9,-0.7,0,-7,-1,-0.6,-1,-0.6,-10,1
CCCCc1ccc(-c2c(C#N)c(N)nc3c2CCCC3)s1,6,-0.3,0,-2,-3,-1.4,11,-0.8,-1,3
N#C/C(=C\Nc1ccc2c(c1)OCCO2)c1nc(-c2ccccc2)cs1,1,-0.5,4,-8,1,0.4,-4,0.2,-6,-4
O=C(COc1ccccc1F)NCC(c1ccco1)N1CCCC1 (stereo unspecified),0,-0.2,-2,-2,-1,-1.3,-6,-3.1,7,-5

# Arranged by heavy-atom count (rising): some entries from above
SMILES,DNMT1 inh,Tb MetRS inh,STEP inh,MsrA act,SUMO1-SIM PPI,MsrA inh,Scp1 inh,LMPTP block,NRP1-CendR mod,E coli Lon inh
O=C(COc1ccccc1F)NCC(c1ccco1)N1CCCC1 (stereo unspecified),0,-0.2,-2,-2,-1,-1.3,-6,-3.1,7,-5
Cn1c(-c2cc(Cl)ccc2O)nc2c1c(=O)[nH]c(=O)n2Cc1ccccc1,-2,-1.3,-1,-8,8,0.7,-1,-5.4,3,3
O=C(NCCN1C(=O)S/C(=C/c2cccnc2)C1=O)C1CC(=O)N(Cc2ccccc2)C1 (stereo unspecified),-1,0.5,-4,-4,-27,4.3,-8,-0.5,2,2

# Remaining list, next part.
SMILES,DNMT1 inh,Tb MetRS inh,STEP inh,MsrA act,SUMO1-SIM PPI,MsrA inh,Scp1 inh,LMPTP block,NRP1-CendR mod,E coli Lon inh
CCOC(=O)c1ccc(NC(=O)C2=C(C)Nc3nc(CCCO)nn3C2c2cccc(C)c2)cc1 (stereo unspecified),-1,0.7,-2,-1,2,1.9,-12,0.2,13,-3
COCCCNC(=O)C[C@H]1C[C@H](C(=O)N2CCCCC2)[C@@]2(CCc3ccccc3)c3[nH]c4ccc(Cl)cc4c3CCN2C1=O,-12,-0.5,0,-3,-5,0.1,-7,3.0,7,-6
Cc1onc(-c2ccccc2)c1C(=O)Nc1ccon1,1,-0.8,2,-3,0,0.1,-6,1.2,9,7
O=C(CSC(=S)N1CCCC1)N1CCN(S(=O)(=O)c2ccccc2F)CC1,4,-0.3,-1,-8,3,0.0,-1,-1.2,-1,-25
CC(OC(=O)c1ccc(-n2cnnn2)cc1)C(=O)Nc1ccc(F)c(F)c1F (stereo unspecified),1,-0.4,3,-2,1,1.3,-8,0.2,-15,-14
CCOC(=O)c1sc2nc(COC(=O)c3c(F)cccc3F)[nH]c(=O)c2c1C,-8,-0.4,0,0,1,0.4,-8,0.5,-57,-8
CC(C)=CCC/C(C)=C/CNC(=O)C[C@H]1C[C@H](C(=O)N2CCCCC2)[C@@]2(C)c3[nH]c4cc(-c5ccco5)ccc4c3CCN2C1=O,-27,-2.5,-1,-5,3,0.4,1,4.7,-18,-4
CCOC(=O)NN1C(=O)c2ccccc2NC1C (stereo unspecified),1,-0.6,-5,-6,2,0.5,-9,-1.0,-8,-2
CCC(=O)Nc1ccc(Cl)c(NC(=O)c2cccc(OC)c2)c1,3,-0.7,0,-9,-4,-0.8,-8,0.3,-1,-10
COc1ccc(-c2nc3ccc(C)cn3c2Cc2cccc(F)c2)cc1OC,-2,-0.1,3,-2,8,0.8,.,2.1,-5,-2
Nc1c(C(=O)O)sc2nc(-c3ccccc3)cc(-c3ccc(Cl)cc3)c12,2,1.4,3,-11,-4,0.3,13,1.2,-21,4
CCn1c(=O)[nH]c2cc(Cl)c(Cl)cc21,1,0.0,2,-2,-2,-0.2,-1,-1.0,2,-6
CCOC(=O)c1c(Cc2cccc(Cl)c2)c[nH]c1C,1,-0.3,-2,-11,-3,-1.0,-6,0.7,-1,-5
CCCNC(=O)c1ccc(N2CCC3(CC2)CC(c2ccccc2)=NO3)c(NC(=O)Cc2ccc(F)cc2)c1,-8,0.5,1,1,23,-0.7,2,1.7,6,6
CC(=O)Nc1ccc(NC(=O)C(NS(=O)(=O)c2ccc3c(c2)OCCO3)C(C)C)cc1 (stereo unspecified),1,0.2,2,-3,5,1.0,-9,-2.2,-4,-6
S=C(NCc1ccncc1)Nc1ccccc1,0,-0.1,1,-1,3,-1.5,3,0.6,-2,3
CCCCC(=O)Nc1ccc(C(=O)N2CCN(c3ccccc3OC)CC2)cc1,-2,-0.6,-5,-9,-3,1.6,-4,1.8,-8,6
CCCn1nnnc1NCc1ccc(N2CCCC2)cc1,20,0.1,2,0,-2,-0.5,-2,40,-7,-4
CN(CC(=O)Nc1nc2ccccc2s1)S(=O)(=O)c1ccc(Br)cc1,-5,0.2,0,0,2,-0.1,1,1.6,-1,3
CCOC(=O)C1CCN(C(c2ccc(OC)c(OC)c2)c2sc3nc(C)nn3c2O)CC1 (stereo unspecified),4,-0.7,1,0,-9,1.7,-7,-0.4,-15,-5
CON/C=N/C(=S)Nc1ncc(C(F)(F)F)cc1Cl,3,0.6,0,-2,-2,0.6,7,1.0,-5,13
O=C(c1ccoc1)N1CCC2(CCCN(Cc3ccc(F)c(F)c3)C2)C1 (stereo unspecified),-1,-0.1,3,-1,-5,1.1,-8,3.6,4,4
COc1ccc(CNc2nc3nc(C)cc(C)n3n2)cc1OC,4,-1.6,0,-11,-2,-0.2,0,-2.6,12,-2
CC(=O)Nc1ccc(NC(=O)C2CC(=O)N=C(N)S2)cc1 (stereo unspecified),1,-1.3,-3,-1,1,0.1,-2,-0.2,32*,3
CC12CCC(C(=O)N3CCCc4ccccc43)(OC1=O)C2(C)C (stereo unspecified),-3,-0.3,0,0,-6,1.7,-4,-0.5,4,2
COc1cc2c(cc1OC)C(c1cccc(OC)c1OC)CC(=O)N2 (stereo unspecified),2,-0.3,0,-5,-3,0.0,-9,-1.2,-15,-4
c1ccc(OCc2nnc(-c3ccccc3)o2)cc1,-2,0.2,-6,-4,0,0.9,-3,0.0,-8,-2
C=CCOC(=O)C1=C(C)NC(=O)NC1c1ccc(OC(=O)c2ccco2)c(OC)c1 (stereo unspecified),-1,1.0,-8,1,0,-0.3,-12,0.6,1,-4
O=C(CSc1nnc(Cc2cccs2)n1C1CCCCC1)N1CCN(C(=O)c2ccco2)CC1,5,-1.2,0,-8,-1,-0.2,-4,-0.9,12,2
CN(CC(=O)Nc1cccc(S(=O)(=O)N2CCCC2)c1)CC(=O)Nc1ccc(Cl)c(C(F)(F)F)c1,-7,-0.3,-4,-4,-19,-1.0,-5,-5.2,-10,10
COc1ccccc1C(=O)NC(=O)COC(=O)c1ccc(Cl)nc1,7,-0.5,2,-5,1,-0.3,-4,-1.3,9,-2
CCOc1ccc(NC(=O)N(CCC(C)C)C(C)c2ccco2)cc1 (stereo unspecified),-5,0.1,1,-1,4,-0.1,-8,1.4,-1,-12
COc1ccc(CC(=O)NCCC(C)C)cc1S(=O)(=O)N1CCOCC1,0,2.1,4,-3,1,-0.8,-5,-1.4,10,-5
CC(C)(C)OC(=O)NNC(=O)Nc1ccccc1C(F)(F)F,2,-0.8,-2,-8,-3,-1.1,-3,-0.8,-3,-5
CCN(CC)CC(=O)N(CC(=O)Nc1c(C)cc(C)cc1C)C1CCCCC1,3,-1.4,10,-10,-1,0.7,0,-1.0,-1,5
Cc1cccc(C)c1NC(=O)CSCc1cccc(CSCC(=O)Nc2c(C)cccc2C)n1,3,-0.2,3,-3,-2,-0.7,0,-1.5,-5,-8
CCN(Cc1ccccc1)Cc1cc(OC)cc(OC)c1,8,-1.5,-3,-14,-1,0.4,2,-0.4,2,-2
CCOc1ccc(-n2cc(-c3ccccc3)c3c(=O)[nH]cnc32)cc1,-4,0.0,1,-4,17,-0.7,-9,1.6,-1,-11
CCN(CC(=O)Nc1ccccc1OC)C(=O)c1ccc(N(C)S(=O)(=O)c2ccc(C)cc2)cc1,-3,-0.2,-4,-1,-27,-0.8,-10,-10,-6,-6
CCOC(=O)c1c(N)sc2c1CCS(=O)(=O)C2,10,-0.8,14,-4,15,0.8,-2,-2.2,-12,2
COc1ccc(-n2cnc3cc(N)ccc32)cc1,-18,-0.6,1,-3,-4,0.1,-8,2.4,-2,-13
Cc1csc2nc(O)c(C(=O)NC3CCCCC3C)c(=O)n12 (stereo unspecified),2,-0.4,2,-4,6,-0.2,-6,2.1,-12,-1
COc1ccc2nc(C)cc(N3CC(C)OC(C)C3)c2c1 (stereo unspecified),-5,0.1,-3,-3,-6,1.2,-5,-0.2,-4,-8
CC1CC(C)(C)CC2(C1)NC(=O)N(CC(=O)Nc1ccc3[nH]c(=O)[nH]c3c1)C2=O (stereo unspecified),-82,-0.2,-1,-1,-20,0.4,-12,-7.7,17,9
N#Cc1cnn2c(-c3ccccc3)ccnc12,0,0.0,1,-1,-6,3.0,-5,0.8,-1,-5
COc1cccc(NC(=O)CSC2=C(C#N)C(c3ccco3)C3=C(CCCC3=O)N2)c1 (stereo unspecified),-5,-0.8,1,-6,-9,-0.7,-5,-0.4,-6,-11
Cc1nc(CC(=O)N2CCN(c3cccc(C)c3C)CC2)cs1,0,0.0,2,-2,2,-0.6,-9,-0.8,-5,24*

# Source: PubChem (several laboratories)
